Assay outcomes from PubChem BioAssay.
RXFP1 antagonist – RXFP1 (human) relaxin receptor antagonism | Q9HBX9 | HEK293-RXFP1, relaxin-stimulated cAMP HTRF, 30 min; active compounds read low | activity change, negative = inhibition, % at 57.5 µM | 350,000 compounds, 0.59% hits | AID 1259400;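 active means activity change of -60% or lower, but not beyond a set lower limit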; further: on the % scale 0 is the no-effect control and ±100 the full control effect
D1 ag – human D1 receptor agonism; P21728; HEK293 T-REx D1 cells, calcium flux, agonist mode; activation, % at 2 µM; 360,000 compounds, 1% hits; further: 0% is about no effect
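Agonism was scored from calcium flux recorded over 180 s (1 read/s) after pintool compound addition, following a 10-cycle baseline. Cells were inducible force-coupled HEK293 TREx D1, plated overnight at 30 C and loaded with no-wash calcium dye.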
D1 PAM – potentiators of human D1 dopamine receptor; P21728; HEK293 TREx D1 cells, calcium flux, dopamine EC20 potentiation; potentiation, % at 10 µM; 360,000 compounds, 0.036% hits; in the data active means potentiation above about 30%; further: 0% is about no effect
D1 antag – blocks dopamine activation of the human D1 receptor; 360,000 compounds, 3.2% hits; AID 504652; P21728; HEK293 TREx D1 cells, calcium flux, dopamine EC80; active compounds read low; activity change, negative = inhibition, % at 10 µM; in the data active means activity change below about -30%; further: on the % scale 0 is the no-effect control and ±100 the full control effect
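Cells carrying a force-coupled, tetracycline-inducible human D1 receptor report calcium flux. Each well gets a 10 s baseline, compound with 180 s monitoring, then an EC80 dopamine stimulus with a second 180 s kinetic read.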
TRHR enhancer – allosteric enhancers of human TRH receptor | P34981 | TRHR cells, fluo-8 calcium fluorescence, EC20 TRH enhancement | enhancement, % at 2 µM | 360,000 compounds, 0.66% hits | AID 493056; in the data active means enhancement above about 30%; further: 0% is about no effect
Target sequence (P34981 whole entry, looked up): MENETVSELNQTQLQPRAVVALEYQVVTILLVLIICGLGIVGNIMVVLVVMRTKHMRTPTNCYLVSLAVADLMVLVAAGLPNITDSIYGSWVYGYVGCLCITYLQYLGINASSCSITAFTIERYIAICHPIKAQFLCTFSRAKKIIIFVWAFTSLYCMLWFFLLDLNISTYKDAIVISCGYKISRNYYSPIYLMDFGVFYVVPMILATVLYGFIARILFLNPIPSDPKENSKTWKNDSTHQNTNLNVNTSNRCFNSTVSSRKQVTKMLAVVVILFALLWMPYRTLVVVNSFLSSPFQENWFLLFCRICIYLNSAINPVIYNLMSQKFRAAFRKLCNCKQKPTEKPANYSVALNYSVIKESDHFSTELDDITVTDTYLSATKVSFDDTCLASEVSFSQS
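Enhancer read-out: after compound pinning and an initial kinetic agonist-mode read, an EC20 of TRH (10 nM final) was injected and fluo-8 calcium signal (Ex 480/Em 530) followed at 1 s/cycle for 100 cycles in TRHR-expressing cells.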
D2 agonist – D2 dopamine receptor (human) agonism; HEK293 T-REx D2 cells, calcium flux agonist mode; activation, % at 2 µM; 340,000 compounds, 0.53% hits;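 active means activation over 3 SD above normal in the single-dose calcium agonist read, cut at about 30% in these data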; further: 0% is about no effect
Target sequence (P14416 whole entry, looked up): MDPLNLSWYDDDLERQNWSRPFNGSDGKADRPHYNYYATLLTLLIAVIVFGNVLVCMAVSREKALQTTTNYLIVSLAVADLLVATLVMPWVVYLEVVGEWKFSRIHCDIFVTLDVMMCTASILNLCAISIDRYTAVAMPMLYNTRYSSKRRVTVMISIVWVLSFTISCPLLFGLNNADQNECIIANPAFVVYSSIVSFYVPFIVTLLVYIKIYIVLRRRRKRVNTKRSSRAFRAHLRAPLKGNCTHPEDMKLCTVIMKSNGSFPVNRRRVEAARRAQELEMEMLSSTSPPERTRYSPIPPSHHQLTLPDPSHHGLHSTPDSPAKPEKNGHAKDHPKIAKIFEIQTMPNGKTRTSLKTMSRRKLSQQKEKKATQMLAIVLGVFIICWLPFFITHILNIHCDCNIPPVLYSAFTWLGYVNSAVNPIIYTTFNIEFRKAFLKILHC
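Agonism is scored from calcium flux in a force-coupled, inducible HEK293 cell line expressing D2, read kinetically for 180 s after compound addition against dopamine controls.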
D2 potentiator – positively modulates the human D2 dopamine receptor allosterically; P14416; HEK293 T-REx D2, calcium flux, EC20 dopamine potentiation; potentiation, % at 10 µM; 340,000 compounds, 0.34% hits; AID 485347;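 active means potentiation over 3 SD above the plate norm, cut at about 30% in these data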; further: 0% is about no effect
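Potentiation of an EC20 dopamine calcium response measured kinetically over 180 s, after a preceding 180 s compound-only read flagging agonists. Cells: inducible Hek293 Trex D2 line, 4000/well, cultured overnight at 30 C before dye loading.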
D2 antag – D2 dopamine receptor (human) antagonism | 340,000 compounds, 2% hits | P14416 | HEK293 TREx D2 cells, calcium flux, dopamine EC80 | inhibition, % at 10 µM | AID 485344; in the data active means inhibition above about 30%; further: 0% is about no effect
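Inhibition of EC80 dopamine-driven calcium flux, recorded kinetically, defines activity here; cells are a tetracycline-induced HEK293 T-REx line expressing force-coupled D2.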
TRHR ag – TRH receptor (human) agonism; P34981; TRHR cells, calcium flux fluo-8, FDSS agonist mode; activation, % at 2 µM; 360,000 compounds, 0.18% hits; AID 493084; further: 0% is about no effect
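In this calcium-flux screen, cells bearing human TRHR are dye-loaded with fluo-8, baselined for 10 cycles, then exposed to library compounds; positive kinetic calcium responses during the agonist phase mark hits, with TRH as control.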
Numbers without * were called inactive; x = no result given; & = joins results of further samples. Unless noted, no stated cut-off is given here; in the data, active means activation above about 30%; inactive means the rest.

SMILES | RXFP1 antagonist | D1 ag | D1 PAM | D1 antag | TRHR enhancer | D2 agonist | D2 potentiator | D2 antag | TRHR ag
Cc1ccc(C2C=NN(c3ccccc3)C2=O)cc1 (stereo not drawn) | 2 | 0 | -3 | -2 | -6 | 0.8 | -12 | 11 | 0.2
O=Cc1ccc(OCc2nnc(-c3ccccc3Br)o2)cc1 | -6 | 5 | x | 8 | 3 | -1.9 | 1 | -13 | -1.6
O=C(NCc1ccco1)c1noc2c1CCCC2 | 7 | 5 | 5 | 4 | -1 | 0.5 | -2 | -3 | 0.6
CCOc1ccccc1NC(=O)NC1CCCc2ccccc21 (stereo not drawn) | 11 | 0 | -2 | -33* | -3 | -1.3 | -4 | -16 | -0.7
Cc1cc(C)c(NC(=O)c2ccoc2C)c(C)c1 | -3 | 0 | -5 | 3 | 5 | -0.2 | 10 | 11 | -0.7
Cc1ccc(NCN2C(=O)C3CC=CCC3C2=O)cc1 (stereo not drawn) | -2 | 1 | -2 | 6 | -5 | 0.4 | 2 | 2 | 0.1
CCN(CC)CCCN(Cc1cc2cc3c(cc2[nH]c1=O)OCO3)C(=S)NCCCOC | -8 | 2 | -2 | 8 | 1 | 0.4 | 2 | -13 | 0.2
CC1(C2CC2)NC(=O)NC1=O (stereo not drawn) | x | 2 | -1 | -9 | -9 | -0.4 | -6 | 6 | 0.3
CC(C)c1ccc(CNCCCSc2ncccn2)cc1 | 4 | 16 | -10 | 15 | 10 | x | x | x | 0.1
Cc1ncc(CO)c(/C=N/NC(=O)c2cc(Br)ccc2O)c1O | 13 | 6 | 2 | -9 | 0 | 0.8 | 0 | -10 | -2.8
CC(C)Sc1nnc(-c2ccc(S(=O)(=O)N3CCOCC3)cc2)n1C | 3 | 0 | -3 | -9 | -13 | 0.3 | -2 | 35* | 0.1
O=S(=O)(NCC(c1ccco1)N1CCCCC1)c1ccccc1C(F)(F)F (stereo not drawn) | 5 | 2 | -1 | -42* | -7 | -1.6 | 10 | -11 | 1.0
O=c1cnnc(N/N=C/c2c[nH]c3ccccc23)[nH]1 | -19 | -1 | -5 | 1 | 2 | 0.6 | 1 | 2 | 0.0
COc1ccc(CNC(=O)CCCn2nc(C)n3c(cc4sccc43)c2=O)cc1 | 8&-1 | 0&-1 | 7&0 | -16&14 | 5&4 | -0.6&-0.6 | 2&8 | 14 | -0.6&-0.1
O=S(=O)(/N=C(/Nc1ccccn1)c1ccccc1)c1ccc(F)cc1 | -19 | 0 | -4 | -8 | -3 | 0.0 | 1 | 10 | 0.1
Cc1cc(C)c(NC(=O)COC(=O)Cc2ccsc2)c(C)c1 | -7 | 3 | -2 | 0 | -11 | -0.4 | -1 | -3 | 0.0
Cc1cccc(OCC(=O)N(Cc2ccc(N(C)C)cc2)C2CCS(=O)(=O)C2)c1 (stereo not drawn) | -25 | 0 | -4 | -23 | -4 | -0.2 | -3 | -15 | -0.1
CC1Cc2cc(/C(O)=C3/C(=O)C(=O)N(CCN4CCOCC4)C3c3ccc(N(C)C)cc3)ccc2O1 (stereo not drawn) | 14 | 6 | -5 | -4 | 42* | -0.1 | -3 | -4 | 0.4
CCc1cc(=O)[nH]c(SCc2nc(-c3cccc(Cl)c3)no2)n1 | -15 | 7 | -4 | -5 | -2 | x | 0 | x | -0.2
Cc1cccc(OC2(c3ccccc3)OC(=O)c3ccccc32)c1C (stereo not drawn) | -1 | 6 | -4 | 2 | -1 | 1.1 | 2 | 3 | -0.1
CSCCC(NS(=O)(=O)c1ccc(C)cc1)C(=O)NCC(C)(C)N1CCOCC1 (stereo not drawn) | 3 | 3 | -1 | 10 | 2 | 0.5 | 5 | 4 | -1.2
Cc1ccc(NC(=O)CC(C)S(=O)(=O)c2ccc3c(c2)NC(=O)CO3)c(Cl)c1 (stereo not drawn) | 32&2 | 3&-1 | 2&4 | -14&10 | 3&11 | -0.8&-1.8 | -5&0 | -10 | -1.0&-0.5
Cc1nn(-c2ccccc2)c(C)c1C(=O)NNC(=O)C(F)(F)F | -14 | 0 | -2 | -12 | 0 | -0.9 | -2 | 8 | 1.3
O=C(c1ccc2c(=O)n3c(nc2c1)CCC3)N1CCCSC1=Nc1ccccc1 | -7 | 2 | -7 | 30 | -3 | 0.1 | 3 | -14 | -0.3
COCCn1c(SCC(=O)Nc2cccc(S(N)(=O)=O)c2)nc2cc(Cl)ccc2c1=O | -12 | 2 | 2 | 6 | -1 | 0.1 | 4 | 2 | -1.6

The list goes on.
SMILES | RXFP1 antagonist | D1 ag | D1 PAM | D1 antag | TRHR enhancer | D2 agonist | D2 potentiator | D2 antag | TRHR ag
O=C(CCN1CCN(C(c2ccccc2)c2ccccc2)CC1)N/N=C/c1ccc(O)cc1O | -5 | 2 | -3 | -15 | -3 | -2.1 | -24 | -20 | 0.0
O=C(Nc1ccncc1)C1CC1c1ccccc1 (stereo not drawn) | -6 | 12 | -1 | -6 | -3 | 0.3 | 0 | -8 | 1.2
CCCOC(=O)Cn1cnc2scc(-c3ccc(OC)cc3)c2c1=O | -2 | 4 | 2 | 0 | 3 | 1.3 | 7 | 4 | 0.5
COc1nc(OC)nc(N2CCC(C(=O)NCc3ccco3)CC2)n1 | 21 | 2 | 0 | 4 | -3 | -2.0 | -10 | -6 | 0.0
Cc1nn(C(=O)CCCn2cc([N+](=O)[O-])cn2)c(C)c1Cl | 1 | 2 | -5 | 10 | -5 | -1.8 | -7 | -2 | -0.4
CCOC(=O)N1CCN(CC(O)COc2ccc(C(C)C)c(C)c2)CC1 (stereo not drawn) | 6 | 7 | 4 | -7 | 6 | 31* | -19 | 7 | -0.3
[O-]/[N+](=C/c1ccc(F)cc1)c1ccc(Cl)cc1 | 3 | 2 | -7 | 20 | 1 | 0.4 | 11 | -2 | 0.1
c1ccc2c(CN3CCOCC3)c3ccccc3c(CN3CCOCC3)c2c1 | 15 | 1 | -9 | -15 | 2 | 1.3 | 11 | -16 | 15
CC(C)(C)c1ccc(C(=O)NCC(=O)OCC(=O)N2CCCC2)cc1 | -5 | 1 | 9 | 11 | -4 | x | x | x | -0.1
O=C1C2CC=CCC2C(=O)N1c1ccc(OCC(O)Cn2nnc3ccccc32)cc1 (stereo not drawn) | -7 | 6 | -6 | -24 | 8 | x | -8 | x | 1.1
COc1ccc(C(=O)Nc2ccc(NC(=O)c3cccc(F)c3)cn2)cc1 | -1 | 5 | -5 | -12 | -5 | 0.0 | -21 | -3 | 0.3
CCSc1ncc(Cl)c(C(=O)Nc2ccc(S(=O)(=O)Nc3nccc(C)n3)cc2)n1 | x | -2 | 0 | 0 | 0 | 1.9 | 15 | x | -0.6
COC1=C/C(=C/c2c(N)n3nc(CC(=O)N4CCCCC4)sc3nc2=O)C=CC1=O | -5 | 22 | -5 | -4 | 2 | 5.9 | 6 | -3 | 23
COc1ccc2c3c(cccc13)C(=O)CC2 | -7 | 52* | -10 | 0 | 8 | 49* | -11 | -15 | 122*
Cc1nn(CCCC(=O)Nc2nccs2)c(C)c1[N+](=O)[O-] | x | 4 | -7 | 11 | 6 | -0.4 | 1 | -8 | -1.3
CCc1cc(=O)oc2c(CNCc3ccc(OC)cc3OC)c(O)c(Cl)cc12 | -6 | 2 | -1 | -15 | 6 | 0.4 | -1 | -2 | -0.6
Cc1ccc(S(=O)(=O)/N=C(\N)c2ccc(F)cc2)cc1 | 0 | 4 | -1 | -16 | 12 | 0.4 | 2 | 2 | -0.2
O=C(O)CCSc1nnc(COc2cccc3cccnc23)n1-c1ccccc1 | 16 | -2 | 2 | x | -1 | 0.0 | 9 | -11 | 0.3
C=Cc1ccc(CN2C(=O)N(c3ccc(CC)cc3)S(=O)(=O)c3ccccc32)cc1 | x | 6 | -3 | -12 | 2 | 0.5 | x | x | 0.7
Nc1ccccc1-c1nnc(-c2ccccc2N)n1N | 3 | -1 | -6 | x | -1 | 1.6 | 7 | 2 | 0.7
CCOC(=O)c1cc(=O)n2nc(-c3ccccc3F)nc2s1 | 6 | 2 | -6 | 4 | 0 | -0.5 | 6 | 21 | -0.2
C#CCSc1nc(=O)c2cccnc2n1-c1ccc(C)cc1 | -13 | -1 | -2 | -19 | 0 | -0.8 | 5 | -3 | -0.6
CC(=O)c1csc(COc2cc(Cl)cc(Cl)c2)n1 | -16 | 2 | 3 | -8 | -7 | x | x | x | -1.0
O=C(CCCN1C(=O)[C@H]2CC=CC[C@H]2C1=O)NCc1nc(-c2ccccc2)no1 | -2 | 5 | -4 | 0 | -2 | 0.6 | 2 | 7 | -0.6
O=C(CCCl)Nc1cc(SCCO)cc([N+](=O)[O-])c1 | -4 | 4 | -6 | -3 | 6 | 0.9 | 1 | -4 | 0.4
O=C(c1nc2ccc(Cl)cn2c1CN1CCCC1)N1CCc2ccccc2C1 | 6 | 0 | -2 | 3 | -4 | 0.1 | 7 | -4 | 0.7
CCc1ccc(Nc2n[n+](-c3ccccc3)c(-c3ccc(C(=O)O)cc3)s2)cc1 | x | 2 | -6 | 1 | -14 | 1.0 | 7 | 28 | 0.5

3 entries already listed, arranged by molar mass, descending.
SMILES | RXFP1 antagonist | D1 ag | D1 PAM | D1 antag | TRHR enhancer | D2 agonist | D2 potentiator | D2 antag | TRHR ag
O=C1C2CC=CCC2C(=O)N1c1ccc(OCC(O)Cn2nnc3ccccc32)cc1 (stereo not drawn) | -7 | 6 | -6 | -24 | 8 | x | -8 | x | 1.1
C#CCSc1nc(=O)c2cccnc2n1-c1ccc(C)cc1 | -13 | -1 | -2 | -19 | 0 | -0.8 | 5 | -3 | -0.6
Nc1ccccc1-c1nnc(-c2ccccc2N)n1N | 3 | -1 | -6 | x | -1 | 1.6 | 7 | 2 | 0.7

In a second layout: entries from further up.
Values in the order: RXFP1 antagonist	D1 ag	D1 PAM	D1 antag	TRHR enhancer	D2 agonist	D2 potentiator	D2 antag	TRHR ag
> O=C1C2CC=CCC2C(=O)N1c1ccc(OCC(O)Cn2nnc3ccccc32)cc1 (stereo not drawn)
 : -7	6	-6	-24	8	x	-8	x	1.1
> COc1ccc(C(=O)Nc2ccc(NC(=O)c3cccc(F)c3)cn2)cc1
 : -1	5	-5	-12	-5	0.0	-21	-3	0.3
> CCSc1ncc(Cl)c(C(=O)Nc2ccc(S(=O)(=O)Nc3nccc(C)n3)cc2)n1
 : x	-2	0	0	0	1.9	15	x	-0.6
> COC1=C/C(=C/c2c(N)n3nc(CC(=O)N4CCCCC4)sc3nc2=O)C=CC1=O
 : -5	22	-5	-4	2	5.9	6	-3	23
> COc1ccc2c3c(cccc13)C(=O)CC2
 : -7	52*	-10	0	8	49*	-11	-15	122*
> Cc1nn(CCCC(=O)Nc2nccs2)c(C)c1[N+](=O)[O-]
 : x	4	-7	11	6	-0.4	1	-8	-1.3
> CCc1cc(=O)oc2c(CNCc3ccc(OC)cc3OC)c(O)c(Cl)cc12
 : -6	2	-1	-15	6	0.4	-1	-2	-0.6
> Cc1ccc(S(=O)(=O)/N=C(\N)c2ccc(F)cc2)cc1
 : 0	4	-1	-16	12	0.4	2	2	-0.2
> O=C(O)CCSc1nnc(COc2cccc3cccnc23)n1-c1ccccc1
 : 16	-2	2	x	-1	0.0	9	-11	0.3
> C=Cc1ccc(CN2C(=O)N(c3ccc(CC)cc3)S(=O)(=O)c3ccccc32)cc1
 : x	6	-3	-12	2	0.5	x	x	0.7
> Nc1ccccc1-c1nnc(-c2ccccc2N)n1N
 : 3	-1	-6	x	-1	1.6	7	2	0.7

No enrichment for hits. Share with any hit: about 7.3%.
